# Source: PubChem (Sanford-Burnham Center for Chemical Genomics)
# CXCR6 inh = CXCR6 receptor inhibitors, primary screen, cell-based, beta-arrestin, luminescence, CHO-K1 PathHunter, 1536-well; C-X-C chemokine receptor type 6 (Homo sapiens), O00574; inhibition, % at 20 µM; hit rate 0.36% among 360,000; AID 602244, 2012; in the data active = inhibition above about 34%, passing the limit was not always enough;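 also: antagonist mode with CXCL16 agonist at 10 nM final; 0% = 10 nM CXCL16 with DMSO and 100% = unstimulated wells without agonist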
# EBI2 antag = EBI2 receptor antagonists, beta-arrestin recruitment, primary screen, cell-based, luminescence, 7a,25-OHC stimulation, uHTS. 7a,25-OHC stimulated. inhibition, % at 5 µM. hit rate 0.81% among 360,000. AID 651636, 2012; in the data active = inhibition above about 38%;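 also: enzyme fragment complementation signal reports receptor beta-arrestin coupling in cells; 0% = agonist plus DMSO wells and 100% = wells without agonist; some results beyond the cut were filed as inactive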
# Gli-Sufu block = Gli-Sufu pathway antagonists, primary screen, luciferase luminescence, Sufu-KO-LIGHT cells, uHTS | Sufu-KO-LIGHT fibroblasts, Gli luciferase reporter luminescence | inhibition, % at 5 µM | hit rate 0.74% among 340,000 | AID 588413, 2011;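 active = inhibition above about 55%, limit read from the data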;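 also: 0% = DMSO-treated cells and 100% = wells with medium but no cells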
# NR3A LBD binder = binders of NR3A ligand-binding domain, primary screen, biophysical, differential scanning fluorimetry, uHTS; hit rate 2.5% among 340,000; Tm shift relative to glycine control, % at 25 µM; NR3A LBD differential scanning fluorimetry, Tm shift; 0% = protein alone, 100% = glycine-bound protein; Glutamate receptor ionotropic, NMDA 3A (GRIN3A) ligand-binding domain;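 active = melting temperature shift of at least 10% of the positive control shift, at one fixed dose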
# APOBEC3G inh = APOBEC3G DNA deaminase inhibitors, primary screen, biochemical, fluorescence, single-stranded DNA substrate, uHTS; DNA dC->dU-editing enzyme APOBEC-3G (Homo sapiens), Q9HC16; recombinant A3G, ssDNA deamination FAM/TAMRA fluorescence; inhibition, % at 20 µM; hit rate 0.28% among 330,000;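 active = inhibition of at least 40% at 20 µM, with no more than 30% in the related APOBEC3A deaminase screen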;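 also: plate controls were DMSO wells with A3G for no effect and wells lacking A3G enzyme for full effect; some compounds called inactive have numbers as strong as hits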
# Target sequence (Q9HC16 whole entry, looked up): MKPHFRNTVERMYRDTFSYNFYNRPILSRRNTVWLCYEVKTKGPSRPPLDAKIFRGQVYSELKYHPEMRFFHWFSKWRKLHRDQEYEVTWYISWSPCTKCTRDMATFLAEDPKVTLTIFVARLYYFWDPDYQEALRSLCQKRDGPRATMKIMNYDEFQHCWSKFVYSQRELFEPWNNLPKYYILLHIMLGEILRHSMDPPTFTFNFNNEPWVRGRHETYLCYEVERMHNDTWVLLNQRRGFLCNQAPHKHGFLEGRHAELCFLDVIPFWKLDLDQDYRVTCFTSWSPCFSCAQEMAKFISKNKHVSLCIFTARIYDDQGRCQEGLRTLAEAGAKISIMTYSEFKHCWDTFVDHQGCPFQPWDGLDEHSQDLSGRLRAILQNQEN
# MPTP inh = mitochondrial permeability transition pore inhibitors, primary screen, biochemical, isolated mouse mitochondria, absorbance | Ca2+ swelling absorbance, 30 min | inhibition, % at 10 µM | hit rate 1.4% among 360,000 | AID 602449, 2012;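 active = inhibition of 50% or more, scaled per plate between neutral and stimulator controls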;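 also: 0% = DMSO wells given calcium and 100% = 1 mM EGTA wells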
# APOBEC3A inh = APOBEC3A ssDNA deaminase inhibitors, primary screen, selectivity assay for APOBEC3G inhibitor project, biochemical, FAM/TAMRA oligo cleavage fluorescence. DNA dC->dU-editing enzyme APOBEC-3A (Homo sapiens), P31941. recombinant A3A, FAM/TAMRA ssDNA deamination fluorescence. hit rate 0.41% among 330,000. inhibition, % at 20 µM. AID 493011, 2011;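 active = at least 40% inhibition at 20 µM here, with at most 30% in a related deaminase screen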;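 also: plate controls were A3A with DMSO for no effect and wells lacking A3A enzyme for full effect; some results filed as inactive read as strong as hits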
# Target sequence (P31941 whole entry, looked up): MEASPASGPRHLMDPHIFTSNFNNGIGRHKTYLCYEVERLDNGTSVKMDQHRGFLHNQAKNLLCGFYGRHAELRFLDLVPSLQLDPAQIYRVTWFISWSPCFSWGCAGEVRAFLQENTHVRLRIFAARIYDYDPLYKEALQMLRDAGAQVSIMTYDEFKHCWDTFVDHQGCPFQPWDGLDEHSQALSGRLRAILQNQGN
# CCR6 antag = CCR6 receptor antagonists, primary screen, cell-based, CHO-K1, luminescence, beta-arrestin, uHTS; C-C chemokine receptor type 6 (Homo sapiens), P51684; CHO-K1 CCR6 PathHunter beta-arrestin, CCL20-stimulated; inhibition, % at 20 µM; hit rate 0.49% among 340,000; AID 493098, 2011;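 active = compounds whose inhibition of the agonist-driven luminescence signal at 20 µM reaches about 50%, limit read from the data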;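 also: cells stimulated with CCL20 at 14 nM final; plate controls were DMSO with CCL20 for no effect and DMSO without agonist for full effect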
# Target sequence (P51684 whole entry, looked up): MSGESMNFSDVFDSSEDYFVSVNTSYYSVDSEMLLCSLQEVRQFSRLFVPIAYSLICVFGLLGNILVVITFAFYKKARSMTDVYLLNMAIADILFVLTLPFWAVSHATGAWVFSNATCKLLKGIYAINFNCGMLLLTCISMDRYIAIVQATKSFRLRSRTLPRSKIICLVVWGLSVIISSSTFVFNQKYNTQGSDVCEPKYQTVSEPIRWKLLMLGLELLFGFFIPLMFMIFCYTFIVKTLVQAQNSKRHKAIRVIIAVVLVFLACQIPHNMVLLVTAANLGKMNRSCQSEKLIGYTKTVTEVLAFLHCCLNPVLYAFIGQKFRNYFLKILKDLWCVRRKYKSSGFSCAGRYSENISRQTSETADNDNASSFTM
# Active calls of the source: *; . = not tested or not shown.
# Start of the listing, in advance:
SMILES,CXCR6 inh,EBI2 antag,Gli-Sufu block,NR3A LBD binder,APOBEC3G inh,MPTP inh,APOBEC3A inh,CCR6 antag
COc1ccccc1OCC(=O)N/N=C1\CCCCc2ccccc21,-22,3,8,0,-1,0.4,5,13
CCOc1cc(C2C(C(C)=O)=C(C)Nc3ncnn32)ccc1O (centres undefined),6,-2,8,1,-8,0.2,-2,10
O=S(=O)(Nc1ccncc1)c1cc(Cl)ccc1Cl,2,-19,-5,-3,-11,0.9,-5,-15
O=C(NCCN1CCCC1)C(c1ccccc1)c1ccccc1,2,-1,.,1,6,0.5,1,12
CN1CCN(C(=O)c2ccccc2Nc2ccc(SC(F)F)cc2)CC1,9,-8,3,1,-12,1.1,-1,-13
Cc1ccnc(N2CCCC(C(=O)Nc3cccc(C)c3C)C2)n1 (centres undefined),2,7,6,-1,-7,-0.6,-1,6
Cc1cc(O)c(/C=N/OCc2ccc(Cl)cc2Cl)c(=O)o1,1,-6,-2,-3,-8,0.2,-5,3
COc1ccc(OC2C(=O)N(Cc3ccc(F)cc3)C2c2cc(OC)c(OC)c(OC)c2)cc1 (centres undefined),2,2,10,0,-7,2.0,-3,-7
O=C(CN1C(=O)COc2ccc(Cl)cc21)Nc1ccccn1,6,9,-11,0,-10,2.0,-6,9
CCN1C(=O)C(C(=O)c2ccccc2)SC1=S (centres undefined),1,-5,-20,-2,-4,-0.1,-4,14
CC(C)Oc1ccc(Cn2c(-c3ccco3)n[nH]c2=S)cc1,-2,1,-9,0,22,-1.1,-2,16
COc1ccc(C(=O)NCc2ccccc2OC)cc1,-11,-3,1,1,-4,-0.2,-1,-14
CCOc1ccc(CCNC(=O)COC(=O)C2CCN(S(=O)(=O)c3ccc(C)c(C)c3)CC2)cc1OCC,-24,-4,-4,-1,-7,1.4,4,10

# The listing, from the first entry:
SMILES,CXCR6 inh,EBI2 antag,Gli-Sufu block,NR3A LBD binder,APOBEC3G inh,MPTP inh,APOBEC3A inh,CCR6 antag
COc1ccccc1OCC(=O)N/N=C1\CCCCc2ccccc21,-22,3,8,0,-1,0.4,5,13
CCOc1cc(C2C(C(C)=O)=C(C)Nc3ncnn32)ccc1O (centres undefined),6,-2,8,1,-8,0.2,-2,10
O=S(=O)(Nc1ccncc1)c1cc(Cl)ccc1Cl,2,-19,-5,-3,-11,0.9,-5,-15
O=C(NCCN1CCCC1)C(c1ccccc1)c1ccccc1,2,-1,.,1,6,0.5,1,12
CN1CCN(C(=O)c2ccccc2Nc2ccc(SC(F)F)cc2)CC1,9,-8,3,1,-12,1.1,-1,-13
Cc1ccnc(N2CCCC(C(=O)Nc3cccc(C)c3C)C2)n1 (centres undefined),2,7,6,-1,-7,-0.6,-1,6
Cc1cc(O)c(/C=N/OCc2ccc(Cl)cc2Cl)c(=O)o1,1,-6,-2,-3,-8,0.2,-5,3
COc1ccc(OC2C(=O)N(Cc3ccc(F)cc3)C2c2cc(OC)c(OC)c(OC)c2)cc1 (centres undefined),2,2,10,0,-7,2.0,-3,-7
O=C(CN1C(=O)COc2ccc(Cl)cc21)Nc1ccccn1,6,9,-11,0,-10,2.0,-6,9
CCN1C(=O)C(C(=O)c2ccccc2)SC1=S (centres undefined),1,-5,-20,-2,-4,-0.1,-4,14
CC(C)Oc1ccc(Cn2c(-c3ccco3)n[nH]c2=S)cc1,-2,1,-9,0,22,-1.1,-2,16
COc1ccc(C(=O)NCc2ccccc2OC)cc1,-11,-3,1,1,-4,-0.2,-1,-14
CCOc1ccc(CCNC(=O)COC(=O)C2CCN(S(=O)(=O)c3ccc(C)c(C)c3)CC2)cc1OCC,-24,-4,-4,-1,-7,1.4,4,10
Cc1cc(C(=O)NCCCn2ccnc2)sc1-c1ccccc1,2,-16,8,-3,1,-0.1,3,8
Cc1nnc(NC(=O)CSc2cn(Cc3ccccc3)c3ccccc23)s1,7,5,-27,4,2,1.5,-1,9
COc1cccc(C(=O)N2CCC(C(=O)NCc3ccco3)CC2)c1,1,-9,48,-1,-8,-1.9,-1,18
Cc1ccc(C)c(NC(=O)Cc2nc(CNCC(C)C)cs2)c1,-2,-7,2,1,-10,0.0,-4,5
COc1cc(OC)cc(C(=O)N2CCN(c3ccccn3)CC2)c1,1,-7,1,1,-9,0.3,-2,5
CCn1c(/C=C/c2ccc(F)cc2)nc2ccccc2c1=O,-4,6,7,-1,-5,0.5,-3,14
COCCN(C(=O)c1ccccc1OC)c1nnc(C)s1,-4,10,-2,1,-10,-1.0,-2,-2
Cn1c(N)c(C(=O)COC(=O)/C=C/c2cccc(C(F)(F)F)c2)c(=O)n(C)c1=O,0,-9,-9,-11,-8,1.2,-3,20
CCOC(=O)N1CCC(NC(=O)Cn2nc(Cc3ccncc3)c3ccccc3c2=O)CC1,6,0,3,-3,0,-0.2,1,1
ON(CCc1ccncc1)Cc1ccccc1,14,2,-5,-1,.,-0.6,.,32
O=C(COC(=O)/C=C/c1ccccc1)NCc1ccc2c(c1)OCO2,-4,2,2,0,-8,-0.3,-4,12
CCN(CC)CCSc1nnc2c3ccccc3n(CCc3ccccc3)c2n1,0,5,12,-4,-14,0.1,-4,14
COc1ccc(NC(=O)CCC2CCCC2)cc1OC,1,3,-2,2,-4,1.1,-4,7
COc1ccc(OC)c(NC(=O)C2C3C=CC(C3)C2C(=O)NCc2ccccn2)c1 (centres undefined),-14,1,6,-2,-2,2.3,3,2
c1csc(C2Nc3ccccc3-c3nc4ccccc4n32)c1 (centres undefined),-4,17,-24,24*,-5,52*,-4,-3
Cc1cc(C)cc(C(=O)NC(CC(N)=O)c2ccc(NC3CCCCCC3)c([N+](=O)[O-])c2)c1 (centres undefined),7,1,3,-6,14,-1.4,1,17
O=C(NCc1cccc(C(F)(F)F)c1)c1ccc[nH]1,3,-11,0,-2,-8,0.3,-4,-4
O=C(NNC(=O)c1n[nH]c(=O)c2ccccc12)c1ccc(Br)cc1,1,-5,-3,-4,-4,1.1,-4,5
Nc1cnn(Cc2ccccc2F)c1,-1,5,9,-5,-3,0.6,-6,7
CCOc1cc(/C=C(\C#N)c2nc3ccccc3[nH]2)ccc1OC(C)C(=O)O (centres undefined),2,-2,3,2,-8,0.9,-1,9
Cc1nc(Nc2ccc3c(c2)OCO3)c2oc3ccccc3c2n1,12,15,-4,-17,-5,1.5,1,1
CCOC(=O)c1c(/N=C/N(C)C)sc(C)c1C,-4,-15,0,3,-1,-0.7,1,-5
CN1CCC(C2(O)c3ccccc3CSc3sccc32)CC1 (centres undefined),1,1,6,0,0,1.6,5,8
Cc1nc(NS(=O)(=O)c2cccs2)c2c3c(sc2n1)CCC3,-8,-1,8,-2,-3,-0.6,1,14
Cc1ccc(C(=O)OCC(=O)N2C(C)CCCC2C)s1 (centres undefined),1,-5,-2,1,-6,0.2,2,-6
COc1ccc(NC(=O)c2ccco2)cc1NC(=O)c1ccco1,3,-7,-9,-2,-8,-1.6,-2,-5
CCC(=O)Nc1sc2c(c1C#N)CC(C)(C)NC2(C)C,-10,2,0,0,-5,-0.8,-2,1
CC(Sc1nnnn1-c1ccc(O)cc1)c1nc2ccccc2c(=O)[nH]1 (centres undefined),1,-13,-9,0,-9,2.1,-1,5
Cc1cc(-c2ccc(S(=O)(=O)N(C)Cc3ccccc3)cc2)on1,-15,-9,4,-2,11,-1.2,2,11
Cc1nc2scc(C)n2c(=O)c1S(=O)(=O)Nc1ccc(N2CCOCC2)cc1,-2,-13,-32,0,-2,0.9,-1,-5
CCCCNC(=O)CCSc1ccc(C)cc1,7,5,-7,7,0,1.5,-2,8
CCOc1ccc(NC(=O)CS(=O)CC(=O)NC2CCCc3ccccc32)cc1 (centres undefined),5,-5,1,0,-5,-0.5,-2,-6
Cc1ccc2nc(-c3cc(-c4ccccc4)no3)cn2c1,-7,17,-26,5,-8,0.6,1,1
CCNC(=S)NS(=O)(=O)c1ccc(CC)cc1,8,-5,-2,-1,-2,-1.6,-3,31
CCOC(=O)C1=C(c2ccccc2)Nc2nc(C)nn2C1c1cccc(OC)c1OC (centres undefined),7,-2,6,-1,0,-0.4,0,17
O=C(CNC(=O)C1COc2ccccc2O1)N/N=C/c1ccc(O)cc1O (centres undefined),8,-3,4,-21,-10,2.1,0,-5
CCOc1ccc(NC(=O)CN(C)CC(=O)Nc2ccc(Br)cc2F)cc1OCC,3,9,4,0,-7,2.6,-2,2
S=c1nc(-c2ccc(Br)cc2)[nH]c2ccccc12,24,-19,4,-1,-9,5.0,-6,39
Cc1ccc(C(NC(N)=O)c2ccccc2)cc1 (centres undefined),0,-21,-3,0,-5,0.5,-2,8
CCN1C(=O)/C(=C/c2cn(-c3ccccc3)nc2-c2cccnc2)SC1=S,16,27,4,0,.,1.2,.,7
Cc1ccc(CNC(=O)COC(=O)C2CC2)cc1,1,-9,-9,3,-7,0.5,1,6
COc1ccc2c(c1)c(-c1csc(N)n1)c(C)n2C,-9,-9,-2,2,-2,0.6,-2,6
COc1ccc(C(=O)Nc2nc(-c3ccc(OC)cc3)c(-c3ccc([N+](=O)[O-])cc3)s2)cc1,26,6,2,0,-5,0.4,-2,43
CCC(C)N(CC(=O)NCc1ccc(OC)cc1)C(=O)c1csnn1 (centres undefined),-5,1,4,-1,-1,3.1,2,7
O=C(CNC(=O)c1ccc(Br)o1)NC1CCCCC1,-1,5,1,-3,-8,-1.1,-4,6
COc1ccc(C2=NN(C(=O)c3cccc([N+](=O)[O-])c3)C(c3cccc([N+](=O)[O-])c3)C2)cc1 (centres undefined),-6,11,-2,-1,-4,1.0,-10,12
CC(C)=CC/C=C1\CCC(C(=O)O)C(C(=O)O)C1 (centres undefined),5,-8,0,-4,2,-0.5,3,-5

# (next part)
SMILES,CXCR6 inh,EBI2 antag,Gli-Sufu block,NR3A LBD binder,APOBEC3G inh,MPTP inh,APOBEC3A inh,CCR6 antag
CCCNC(=O)Cn1cnc2sc(C(=O)NCCCN3CCOCC3)c(C)c2c1=O,2,3,-8,0,-4,-3.7,0,4
CC(=O)Nc1ccc(OC(=O)COc2ccc(Br)cc2)cc1,-3,-5,-2,17*,-9,-0.2,-3,-9
COc1ccccc1OCc1nc(C#N)c(N2CCC(C(N)=O)CC2)o1,-8,-6,-4,0,-5,-2.1,-6,-10
COc1ccc(C(=O)Nc2c(Cl)cc(Cl)cc2C(=O)NCc2ccco2)cc1,6,-6,6,0,-3,0.8,1,6
CNC(=S)N1CCN(c2nc(-c3ccc(Cl)cc3)cs2)CC1,-15,27,24,1,-4,2.0,-2,15
